Source: PubChem BioAssay
UBC13 inh = human UBC13 polyubiquitination inhibition | P61088 | UBC13 polyubiquitin chain formation, TR-FRET | inhibition, % at 20 µM | hit rate 0.47% among 330,000; in the data active = inhibition above about 45%, passing the limit was not always enough
Target sequence (P61088 whole entry, looked up): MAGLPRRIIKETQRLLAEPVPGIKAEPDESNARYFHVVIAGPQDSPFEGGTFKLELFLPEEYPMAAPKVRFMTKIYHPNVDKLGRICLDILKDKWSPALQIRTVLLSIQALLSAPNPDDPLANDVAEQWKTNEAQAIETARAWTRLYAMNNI
APJ ag = activates the human apelin receptor APJ. CHO-K1 APJ PathHunter beta-arrestin, luminescence; 0% DMSO wells, 100% apelin. hit rate 0.11% among 330,000. P35414. activation, % at 20 µM. AID 2520;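 active = activation more than six SD over the plate average, tested at 20 µM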;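 note: 0% = DMSO alone and 100% = apelin-13 at 10 nM; some results filed as inactive read as strong as hits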
Target sequence (P35414 whole entry, looked up): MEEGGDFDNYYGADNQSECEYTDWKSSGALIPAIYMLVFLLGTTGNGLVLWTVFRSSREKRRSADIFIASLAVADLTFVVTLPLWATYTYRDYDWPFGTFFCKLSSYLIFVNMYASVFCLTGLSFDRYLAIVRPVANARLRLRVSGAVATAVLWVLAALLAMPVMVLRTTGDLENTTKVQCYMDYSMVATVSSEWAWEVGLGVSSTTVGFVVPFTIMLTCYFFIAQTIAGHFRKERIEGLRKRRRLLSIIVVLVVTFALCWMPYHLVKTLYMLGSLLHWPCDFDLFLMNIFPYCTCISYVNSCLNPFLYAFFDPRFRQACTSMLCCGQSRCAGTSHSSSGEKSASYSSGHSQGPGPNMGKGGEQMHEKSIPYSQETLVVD
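Material: engineered CHO-K1 APJ arrestin reporter cells; amount: 1000 CHO-K1 reporter cells seeded per well; incubation: compound stimulation 90 min at 25 °C, detection 60 min; signal: luminescent beta-gal fragment complementation, chemiluminescent substrate; read-out basis: APJ agonist activity; controls: DMSO-only wells as negative, 10 nM Apelin-13 as positive control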
EBI2 antag = antagonists of human EBI2 receptor. hit rate 0.81% among 360,000. EBI2 beta-arrestin recruitment, luminescence, 7a,25-OHC stimulated. AID 651636. inhibition, % at 5 µM; in the data active = inhibition above about 38%;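 note: enzyme fragment complementation signal reports receptor beta-arrestin coupling in cells; 0% = agonist plus DMSO wells and 100% = wells without agonist; some results beyond the cut were filed as inactive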
CXCR6 inh = blocks human CXCR6 beta-arrestin recruitment; O00574; CHO-K1 PathHunter CXCR6 beta-arrestin, luminescence; inhibition, % at 20 µM; hit rate 0.36% among 360,000; in the data active = inhibition above about 34%, passing the limit was not always enough;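 note: antagonist mode with CXCL16 agonist at 10 nM final; 0% = 10 nM CXCL16 with DMSO and 100% = unstimulated wells without agonist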
Gli-Sufu antag = Gli-Sufu pathway antagonism. Sufu-KO-LIGHT fibroblasts, Gli luciferase reporter luminescence. inhibition, % at 5 µM. AID 588413. hit rate 0.74% among 340,000;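 active = inhibition above about 55%, limit read from the data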;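 note: 0% = DMSO-treated cells and 100% = wells with medium but no cells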
CCR6 antagonist = blocks CCL20-driven beta-arrestin recruitment at human CCR6. P51684. CHO-K1 CCR6 PathHunter beta-arrestin, luminescence, CCL20-stimulated. inhibition, % at 20 µM. hit rate 0.49% among 340,000. AID 493098;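 active = compounds whose inhibition of the agonist-driven luminescence signal at 20 µM reaches about 50%, limit read from the data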;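 note: cells stimulated with CCL20 at 14 nM final; plate controls were DMSO with CCL20 for no effect and DMSO without agonist for full effect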
Target sequence (P51684 whole entry, looked up): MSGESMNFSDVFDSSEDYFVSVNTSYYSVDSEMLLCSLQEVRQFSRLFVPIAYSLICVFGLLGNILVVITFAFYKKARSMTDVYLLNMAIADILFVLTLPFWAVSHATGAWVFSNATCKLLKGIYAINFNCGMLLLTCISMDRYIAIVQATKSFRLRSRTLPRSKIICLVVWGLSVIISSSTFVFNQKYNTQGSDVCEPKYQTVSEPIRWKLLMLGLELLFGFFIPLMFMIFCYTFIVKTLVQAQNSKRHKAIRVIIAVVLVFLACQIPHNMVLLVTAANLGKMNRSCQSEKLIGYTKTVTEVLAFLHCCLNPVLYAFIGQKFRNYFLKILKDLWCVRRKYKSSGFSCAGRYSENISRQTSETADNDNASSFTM
APJ antagonist = blocks the human apelin receptor APJ | AID 2521 | P35414 | inhibition, % at 20 µM | hit rate 0.32% among 330,000 | CHO-K1 APJ beta-arrestin complementation, luminescence;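 active = inhibition above about 40% at 20 µM, limit read from the data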;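 note: cells challenged with 10 nM apelin-13 agonist together with compound; plate controls were apelin-13 plus DMSO wells for no effect and DMSO wells lacking apelin-13 for full effect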
ATG4B inh = ATG4B (human) cysteine protease inhibition | ATG4B cleavage of LC3-PLA2, NBD-HPC fluorescence, 1 h | inhibition, % at 8.33 µM | hit rate 0.51% among 340,000 | AID 504462; in the data active = inhibition above about 40%
An asterisk follows results filed as active; · = no result given; & = joins results of further samples. Rows are unselected; about 3% have a hit in one of these screens.

SMILES	UBC13 inh	APJ ag	EBI2 antag	CXCR6 inh	Gli-Sufu antag	CCR6 antagonist	APJ antagonist	ATG4B inh
Cn1c(C(=O)N2CCCC(C(=O)NCCCc3ccccc3)C2)cc2sccc21 (configuration not stated)	17	0	32	2	-2	16	8	-3
CC1(C)NC(=O)N(CCOCCOc2ccccc2-c2ccccc2)C1=O	4	-1	7	0	-19	5	1	0
CC(=O)NS(=O)(=O)c1ccc(NC(=O)c2ccc(NC(=O)c3cccs3)cc2)cc1	-15	-3	-5	0	-17	-9	14	0
COc1cc(Cl)c(C)cc1NCC(=O)Nc1cccc(S(=O)(=O)N2CCCC2)c1	5	-4	7	-7	-15	10	-3	-8
CC(C)NC(=O)CSc1c2c(nc3ccccc13)CCCC2	12	-1	-6	-3	3	1	8	9
CN(CCCOc1ccccc1F)Cc1ccccc1	-2	-2	6	-4	38	-1	-4	4
CC(N=c1ccccn1C(=O)Nc1cccc(C(F)(F)F)c1)c1ccco1 (configuration not stated)	14	-5	3	-8	7	13	5	-11
O=C1CN(CC(=O)NC2CCCc3ccccc32)CCN1 (configuration not stated)	6	-1	-11	10	7	12	16	-10
Cc1cccc(NC(=O)CCC(=O)N/N=C/c2ccncc2)c1	-10	-2	-27	-8	-22	10	4	3
C/C(=N\NC(=O)CC(C)C)c1c(C(F)(F)F)[nH]n(-c2nc3ccccc3s2)c1=O	-16	-4	-1	2	0	3	10	2
Cc1ccc(SCC(=O)Nc2nccs2)cc1	-3	-2	-1	-6	-3	5	8	2
O=C(Cn1ccc(NC(=O)OCc2ccccc2)nc1=O)NCCc1c[nH]c2ccccc12	-8	-2	-1	6	-3	12	0	-14
Cc1cccc(NC(=O)CCN2CCN(C)CC2)c1	-6	1	2	-3	19	7	2	2
Cn1ncc(Cl)c1C(=O)N1CCN(c2ccc(Cl)c(Cl)c2)CC1	-2	15	10	-8	30	0	-12	-10
COc1ccc(OC)c(NC(=O)C2CCCCC2)c1	5	0	-12	-5	3	16	5	3
CCn1c(CC(=O)Nc2ccccc2)nnc1SCC(=O)Nc1nncs1	4	0	7	7	-8	4	-15	-11
COc1ccc(CCNC(=O)c2ccccc2C(=O)NCCc2ccc(OC)c(OC)c2)cc1OC	-2	1	-2	-4	0	6	-2	-13
O=C(/C=C/c1ccccc1)Nc1cc(S(=O)(=O)N2CCOCC2)ccc1N1CCCC1	1	-3	7	4	18	-6	-10	-3
CCCOc1ccc(/C=N/Nc2ccc(C(=O)O)cc2)c(OCCC)c1	·	·	9	-3	0	-3	·	9
O=C(COC(=O)Cn1cnc2ccccc2c1=O)NCc1ccccc1Cl	45*	-1	0	13	5	11	-7	-13
COC(=O)NC(NS(=O)(=O)c1ccccc1)(C(=O)OC)C(F)(F)F (configuration not stated)	8	-1	-1	4	3	5	-3	4
O=C(C1CCC(=O)N(C2CCCC2)C1)N1CCC(Oc2ccccc2Cl)CC1 (configuration not stated)	4	12	-6	2	20	-1	4	2
COc1cccc(NC(=O)CSc2nc3ccccc3c(=O)n2C)c1	10	0	-4	3	30	4	1	-2
Cc1ccc2c(C(=O)CN3CCCC(C)C3)c(C)[nH]c2c1 (configuration not stated)	-2	-5	-1	-1	-20	1	10	4
Cc1noc(C)c1S(=O)(=O)N(CC(=O)N1CCCCCC1)c1ccc(C(C)C)cc1	10	-2	4	0	0	2	1	-7
Nc1nnc(CCCCCc2nnc(N)s2)s1	4	-1	-1	2	10	-2	11	-4
COc1cc(OC)cc(C(=O)Nc2ccc(S(=O)(=O)Nc3cnc4ccccc4n3)cc2)c1	-3	3	0	-11	3	4	-11	-11
CCOC(=O)C1=C(C)N(C)C(=S)N(C)C1c1ccc(OC)cc1 (configuration not stated)	-3	-2	-5	-1	10	1	9	-7
CN(C(=O)c1ccccc1C(=O)OCC(=O)c1ccc(Br)cc1)c1ccccc1	-8	11	-5	-4	-1	15	3	-4
CCN(CC(=O)Nc1ccccc1OC)C(=O)c1ccc2[nH]c3c(c2c1)CC(C)CC3 (configuration not stated)	12	-5	14	-7	-5	-2	5	1
Cc1c(C(=O)Nc2ccc3c(c2)OCCO3)sc2nc(-c3ccccc3)cn12	0	10	23	4	42	-1	3	-5
Nc1nc(-c2nonc2N)no1	-6	0	-17	-4	-1	6	10	-8
O=C(CN1CCCCCC1)Nc1ccc(Oc2ccccc2)cc1	-4	-2	3	-2	27	18	-1	6
COC(=O)Cn1cc(C(=O)c2ccco2)c2ccccc21	11	4	-6	4	4	15	-8	-11
Cc1nn(-c2ccccc2)c(C)c1NC(=O)COc1ccc([N+](=O)[O-])cc1	0	-2	0	1	7	3	-1	-1
CC(=O)c1c(C(=O)O)c2ccccc2[nH]c1=O	19	-4	-3	1	1	4	0	-4
Cc1nnc(SCC(=O)Nc2ccccc2F)n1Cc1ccco1	-5	-5	-4	2	4	-10	13	-9
CN(C)c1ccnc(C(=O)O)c1	-12	-4	-9	-3	-3	7	-1	-2
O=C(NCCN1CCOCC1)c1cc(-c2ccc(Cl)cc2Cl)on1	-8	0	10	0	-19	9	-9	-1
Cc1cc(NC(=O)CSC2=Nc3ccccc3C3=NC(Cc4ccccc4)C(=O)N23)n[nH]1 (configuration not stated)	5	-1	-4	1	10	5	6	-3
O=C(O)c1cn(-c2ccc(F)cc2)c(=O)c2ccccc12	11	-3	-11	-16	-15	-1	12	-7
COc1ccccc1C1/C(=C(\O)c2ccc3c(c2)OCCO3)C(=O)C(=O)N1CCCn1ccnc1 (configuration not stated)	-18	1	-3	7	-6	8	12	1
O=C(NCCN1CCCCC1)Nc1cccc(F)c1	3	0	4	-10	6	12	-7	1
COc1ccc(C)cc1NC(=O)CCN1CCN(C/C=C/c2ccccc2)CC1	12	-2	-2	5	29	18	11	-13
Cc1ccc(OCC(=O)NC(=S)Nc2cccc(C)n2)cc1	7	1	-5	11	-1	-16	-1	-5
CN(C(=O)Cn1nnc(-c2ccc(F)cc2)n1)C1CCS(=O)(=O)C1 (configuration not stated)	-4	-4	-15	4	4	-1	27	4
O=C(Nc1cccc(F)c1)[C@@H]1CCCN1	-5	0	2	9	0	4	6	-2
O=C(CSc1nnc(Cc2ccccc2)n1-c1cccc(Cl)c1)NNC(=O)Cc1ccccc1	8	-1	0	-6	-4	6	0	-6
Cc1ccc(NC(=O)COC(=O)C(NS(=O)(=O)c2ccc(Cl)cc2)C(C)O)cc1C (configuration not stated)	15	-3	-8	-8	-4	-2	0	-16
CC(=Nc1ccccc1)C1=C(O)C(CC(C)C)NC1=O (configuration not stated)	·	·	11	-1	-19	14	·	3
S=C(Nc1ccc2c(c1)OCO2)Nc1ccc2c(c1)OCO2	5	0	0	2	-12	10	1	9
Cc1nc2ccccc2c2oc(C(=O)NCCN3CCCCC3C)cc12 (configuration not stated)	10	-5	-7	-5	-6	10	-7	-1
COCCCNC(=O)C1CCC(CNS(=O)(=O)c2ccc3c(c2)CC(C)N3C(=O)C2CC2)CC1 (configuration not stated)	-5	-4	3	1	-3	1	8	-5
O=C(c1ccc(COCC(F)(F)F)cc1)N1CCN(c2ccccn2)CC1	-4	-4	-3	2	-13	-4	-3	-5
Cc1ccc(-c2nc3cc(NC(=O)C(C)C)ccc3o2)cc1C	7	2	14	12	-72	-3	11	-2
Nc1ncnc(N2CCc3ccccc32)c1[N+](=O)[O-]	1	-1	16	12	-25	5	3	-3
COc1ccccc1N(CC(O)CN(c1ccccc1)S(C)(=O)=O)S(=O)(=O)c1ccccc1 (configuration not stated)	-2	-4	5	-6	-5	-3	7	-5
CCOC(=O)N1CCC(NC(=O)c2cc3c(-c4ccc(Cl)cc4)nn(C)c3s2)CC1	8	-2	11	5	6	3	6	-7
CN(C)CC(C)(C)CNC(C(=O)Nc1ccc(Cl)cc1C(F)(F)F)c1ccccc1 (configuration not stated)	8	-4	5	7	11	8	4	6
O=P(Nc1ccccc1)(Nc1ccccc1)c1ccccc1	·	·	-2	-4	0	-4	·	1

(listing goes on)
SMILES	UBC13 inh	APJ ag	EBI2 antag	CXCR6 inh	Gli-Sufu antag	CCR6 antagonist	APJ antagonist	ATG4B inh
COc1ccc(N(C(=O)CCC(=O)Nc2cc(C)on2)C(C(=O)NC2CCCC2)c2ccco2)cc1 (configuration not stated)	-3	-3	5	0	-9	3	-1	-2
CCOC(=O)N1CCN(C(=O)C(C)n2nc(C)n3c(cc4sccc43)c2=O)CC1 (configuration not stated)	-3	-6	-1	-2	6	12	5	-1
Cc1cn([C@H]2C=C[C@@H](CO)O2)c(=O)[nH]c1=O	-19&3	2&-1	-6&-1	3&-4	7&2	18&1	2&-8	3&-5
CCOC(=O)N1CCN(S(=O)(=O)c2ccc(C(=O)N(CCCN(C)C)c3nc4cc(OC)ccc4s3)cc2)CC1	2	-3	-11	11	10	19	-15	-6
CN(CC(=O)Nc1ccc(S(=O)(=O)N(C)C)cc1)Cc1ccc(C(F)(F)F)cc1	18	-1	5	-7	13	7	-8	-9
Cc1cccc(OCc2nnc(SCC(=O)N3CC(=O)Nc4ccccc43)o2)c1	10	-1	3	-5	3	-6	15	-8
CCN1CCN(Cc2oc(CO)cc(=O)c2O)CC1	13	-2	-12	1	0	-4	1	-5
CCCn1c(=O)c(C(=O)Nc2cccc(C)n2)c(O)c2ccccc21	22	0	-4	3	-6	-6	-11	6
CCn1c(CC(=O)Nc2ccccc2C)nnc1SCC(=O)NC1CCCC1	2	1	12	2	22	5	19	0
COC(=O)CCCn1nc(NC(=O)c2ccco2)cc1C	-1	1	0	3	-5	13	10	-6
CC(C)Oc1cccc(C(=O)NC(=S)NCc2cccnc2)c1	-4	-4	16	-2	7	6	25	2
CN(c1ccccc1)S(=O)(=O)c1cccc(C(=O)Nc2ccc(N3CCOCC3)cc2)c1	-3	6	-11	-8	4	14	1	-1
Cc1cccc(N2CCN(Cc3nc(C4CC4)no3)CC2)n1	16	1	9	12	3	6	6	-4
CCOc1ccc(CNS(=O)(=O)c2cc(CN3C(=O)c4cccnc4C3=O)ccc2OC)cc1	0	1	-6	11	-12	10	11	-11
O=C(Nc1ccc(Br)cn1)c1cccc(-c2cc3ccccc3oc2=O)c1	·	·	-2	8	-96	5	·	-3
Cc1cc(NC(=O)COC(=O)C(Cc2ccccc2)NC(=O)c2ccco2)no1 (configuration not stated)	-7	-3	0	-8	-5	-8	7	10
Cn1c(=O)c2c(ncn2Cc2cc(-c3ccccc3)no2)n(C)c1=O	1	-1	2	-5	4	-18	8	-6
Cc1ccc(C(=O)NCCc2ccccc2)cc1S(=O)(=O)N1CCOCC1	5	-4	5	3	-21	7	0	-4
COc1ccc(Cl)cc1-c1nc(N)nc(NC2CCCCC2)n1	9	4	-2	0	38	-8	-2	4
COc1ccc(N(C)S(=O)(=O)c2cccc3cccnc23)c(OC)c1	·	·	-6	-3	8	-1	·	5
Nc1nc(NCc2ccco2)nc(Nc2ccc(F)cc2)c1[N+](=O)[O-]	-5	-6	2	-10	-2	10	19	-7
COc1ccc(CC(=O)OCC(=O)Nc2ccc(Cl)cc2C)cc1	13	-1	8	-2	6	10	6	4
O=C(Cc1c[nH]c2ccccc12)OCCOC(=O)Cc1c[nH]c2ccccc12	8	1	7	-8	0	-11	-3	-27
Cc1ccc(CNC(=O)Cn2cccc2)cc1	6	-2	-7	-1	2	-1	4	-4
